Siah-1 displacement – Siah-1 peptide-binding antagonists, primary screen, biochemical, fluorescence polarization, rhodamine-plectin, uHTS (AID 1817). E3 ubiquitin-protein ligase SIAH1 (Homo sapiens). Siah-1 / rhodamine-plectin peptide fluorescence polarization; higher % means a stronger effect. displacement, % at 20 µM; hits with a dose series show IC50 in µM. 0.02% of 290,000 active;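 active = displacement of at least 50% at 20 µM, with a fluorescence ratio check between 0.3 and a set limit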;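 also: plate controls were Siah plus tracer with DMSO for no effect and tracer alone without Siah for full effect; strong numbers were not always called active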
Salmonella PhoP GFP – inhibitors of PhoP regulon expression, primary screen, Salmonella Typhimurium, GFP reporter (AID 1863); S. Typhimurium PhoP-regulated promoter GFP reporter, 4 h; higher % means a stronger effect; inhibition, % at 50 µM; hits with a dose series show IC50 in µM; 0.16% of 300,000 active;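 active = inhibition over 29.93%, a cutoff 3 SD above the screen mean, later confirmed by dose response; inconclusive = inhibition over 29.93% but no dose response follow-up; inactive = inhibition at most 29.93% or unconfirmed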;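 also: 0% = low Mg2+ inducing control and 100% = high Mg2+ repressing control; strong numbers were not always called active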
RSV CPE inhibition – RSV antiviral activity via CPE protection, HEp-2 cells, primary 10 µM value included (AID 2391) | HEp-2 cells, RSV-induced CPE inhibition; higher % means a stronger effect | one-dose CPE inhibition, % at 10 µM; IC50 in µM for titrated hits | 0.13% of 310,000 active; in the data active = a potency from the dose series; inconclusive = CPE inhibition mostly from about 23% at the one dose, without a potency; inactive = the rest, 99 in 100 with CPE inhibition below about 21%; also: strong numbers were not always called active
Myeloid diff MLP – induction of myeloid progenitor differentiation, primary screen, cell-based, flow cytometry, MLPCN library. ER-HoxA9 myeloid progenitors, lysozyme-GFP differentiation. calls only at 10 µM. 1% of 360,000 active. AID 624256, 2012;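 active = normalized GFP-positive differentiation at or above the plate's own cutoff, the solvent-only control mean plus 3 SD; inconclusive = no clear call, values can overlap the other calls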;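 also: cells exposed to compound for four days before flow analysis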
XIAP antagonists – XIAP antagonists, biochemical, IAP family, fluorescence polarization (AID 1018). XIAP BIR domain, fluorescence polarization peptide displacement; higher % means a stronger effect. one-dose displacement, % at 20 µM; IC50 in µM for titrated hits. 0.007% of 200,000 active. E3 ubiquitin-protein ligase XIAP (Homo sapiens); in the data active = displacement above about 50%; also: a part of the inactive calls stands beside numbers as strong as those of hits
TNAP activators – human TNAP enzyme activators, primary screen, biochemical, luminescent, no phosphate acceptor, uHTS (AID 1001) | 0.03% of 200,000 active | purified TNAP, luminescent activation assay, no phosphate acceptor; higher activation fold means a stronger effect | activation fold at 20 µM, or EC50 in µM where a hit was titrated | Alkaline phosphatase, tissue-nonspecific isozyme (Homo sapiens); in the data active = activation fold from about 3, or a potency from the dose series; inactive = the rest, 99 in 100 with activation fold below about 1.6; also: many of its hits are not listed in these tables
human PMI inhibitors – human PMI inhibitors, high substrate, primary screen, biochemical, fluorescence intensity, high mannose 6-phosphate (AID 1220). Mannose-6-phosphate isomerase (Homo sapiens). recombinant PMI enzyme, coupled fluorescence intensity; higher % means a stronger effect. inhibition, % at 20 µM; hits with a dose series show IC50 in µM. 0.66% of 190,000 active
PMI inhibitors – inhibitors of human PMI, primary screen, biochemical, fluorescence intensity, coupled assay (AID 1209) | Mannose-6-phosphate isomerase (Homo sapiens) | purified PMI enzyme, coupled fluorescence intensity; higher % means a stronger effect | inhibition, % at 20 µM, or IC50 in µM where a hit was titrated | 0.42% of 190,000 active;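 also: plate controls were DMSO vehicle for no effect and wells lacking substrate for full effect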
WT yeast gro inh – growth inhibition of WT strain, primary screen, mitochondrial fusion inhibitor project, WT and mutant strains, chemical genetic; mitochondrial fusion phenotypic screen; inhibition, % at 10 µM; 2.1% of 190,000 active; AID 1362, 2008; in the data active = inhibition above about 58%; tested in S. cerevisiae
WT yeast gro inh mutant strain – also measured in WT yeast gro inh; calls as there; inhibition, %; mitochondrial fusion phenotypic screen, mutant strain inhibition
Myeloid diff MLP GFP+ MAC1+ % – recorded beside Myeloid diff MLP, whose call it bears; GFP+ MAC1+ double positive, %; measured here: differentiation confirmed by MAC1 staining
* marks the source's active call; other numbers are inactive results; i = inactive; u = inconclusive; x = not tested or not shown; + = active, no number. Rule as the data show it, unless noted: active = inhibition above about 50%; inactive = the rest.

SMILES	Siah-1 displacement	Salmonella PhoP GFP	RSV CPE inhibition	Myeloid diff MLP	Myeloid diff MLP GFP+ MAC1+ %	XIAP antagonists	TNAP activators	human PMI inhibitors	PMI inhibitors	WT yeast gro inh	WT yeast gro inh mutant strain
CCOCCc1nnc(NC(=O)c2cc(OC)c(OC)cc2[N+](=O)[O-])s1	5.6%	-5.5%	2.9%	i	0.9	-1.2%	1.1	18.5%	9.9%	-2.1	11.8
Cc1ccc(C)c(S(=O)(=O)N2CCCOC2CNC(=O)C(=O)NCCCn2ccnc2)c1 (stereo unspecified)	0.3%	-0.3%	0.1%	i	0.4	3.7%	1	10.1%	9.9%	2.6	10.0
CCCOc1ccc(NC(=O)CC2C(=O)N(Cc3ccccc3)C(=S)N2Cc2cccs2)cc1 (stereo unspecified)	3.0%	11.1%	u	i	0.3	-4.5%	1.1	22.5%	23.2%	41.1	9.7
COc1ccccc1/C=C(/NC(=O)c1ccccc1)C(=O)NCCCn1ccnc1	-0.5%	-7.1%	2.7%	i	4.4	x	x	x	x	x	x
O=C(/C=C/c1ccco1)NC(=S)Nc1ccccc1	-2.8%	-0.4%	3.6%	i	0.3	x	x	x	x	x	x
O=C1CSc2ccc(S(=O)(=O)NCc3ccccc3)cc2N1	-4.7%	0.5%	4.2%	i	2.9	x	x	x	x	x	x
COc1ccc2cc3cc(C(=O)NCc4ccccn4)oc3nc2c1	-2.6%	-7.1%	1.0%	i	0.7	-7.9%	1	9.2%	12.8%	14.5	4.0
CC(C)COc1ccc(-c2nn(-c3ccccc3)cc2CO)cc1	-5.6%	6.5%	u	i	0.2	x	x	x	x	x	x
CCCCc1ccc(-c2csc(/C(C#N)=C\c3ccco3)n2)cc1	23.3%	1.8%	9.6%	+	0.8*	-4.1%	1.1	4.6%	3.5%	-5.6	14.0
CC(C(=O)NCCS(=O)(=O)c1ccc(Cl)cc1)S(=O)(=O)c1ccc(Cl)cc1 (stereo unspecified)	15.6%	7.6%	-1.4%	i	0.3	-9.9%	1	-12.7%	-15.8%	-11.3	8.3
Cc1ccc(C(=O)/C=C/c2c(C)nn(-c3ccccc3)c2Cl)cc1	-0.9%	-9.6%	x	i	0.2	-4.0%	1.1	-30.5%	-11.8%	59.5*	-6.7*
CN=c1scc(-c2ccc([N+](=O)[O-])cc2)n1/N=C/c1ccco1	19.9%	6.2%	-0.6%	i	0.5	-4.6%	1	-12.8%	-26.6%	0.8	5.0
CC(=O)Nc1ccc(CN2CCCC(CO)(Cc3cccc(Cl)c3)C2)cc1 (stereo unspecified)	0.1%	-10.5%	-3.0%	i	0.1	x	x	x	x	x	x
COC(=O)c1cc(C(=O)OC)n(Cc2ccc(F)cc2)c1C	14.9%	1.0%	-0.2%	i	0.2	-4.7%	1.1	2.6%	11.8%	7.0	10.9
O=c1[nH]c2ccccc2s1	0.6%	-3.0%	x	i	3.2	-3.4%	1	-5.9%	-8.1%	1.6	-14.9
CCc1nnc(NS(=O)(=O)c2ccc(NC(=O)CCC(=O)O)cc2)s1	8.2%	-10.4%	0.8%	i	0.5	x	x	x	x	x	x
COc1ccc(C2c3c(oc4ccccc4c3=O)C(=O)N2CC2CCCO2)cc1 (stereo unspecified)	-7.0%	-9.4%	-0.3%	i	2.5	-1.7%	1.1	-1.7%	0.7%	6.8	-10.3
COc1ccccc1N(CC(=O)NCc1ccco1)C(=O)CCC(=O)Nc1ccccn1	4.7%	1.0%	2.7%	i	2.0	x	x	x	x	x	x
Nc1nc(N)c(N=Nc2ccc(Cl)cc2)c(=O)[nH]1	0.9%	-3.9%	1.1%	i	0.1	-7.9%	1.1	-0.3%	-2.5%	-18.9	8.9
Cc1ccc(CNC(=O)C2CCCN(S(=O)(=O)c3cccnc3)C2)cc1 (stereo unspecified)	1.7%	5.6%	0.3%	i	2.4	-2.0%	1	-1.2%	1.6%	-6.3	-6.3
Cc1cc(=O)oc2cc(NC(=O)c3cc([N+](=O)[O-])ccc3N3CCOCC3)ccc12	-5.8%	-0.3%	0.0%	i	0.4	-9.6%	1	-4.4%	-12.3%	-1.8	-4.2
O=C1C2C3CCC(O3)C2C(=O)N1c1cccc(O)c1 (stereo unspecified)	-7.8%	4.8%	6.4%	i	0.4	x	x	x	x	x	x
CC(C)C(NC(=O)/C=C/c1cccc([N+](=O)[O-])c1)C(C)C	5.1%	-5.5%	7.8%	i	0.8	4.3%	1.2	-6.1%	-12.6%	16.9	6.0
Cc1[nH]n(-c2ccccc2)c(=O)c1C1(C(F)(F)F)C(=O)N(c2ccc(F)cc2)C2=C1C(=O)CC(C)(C)C2 (stereo unspecified)	-1.4%	3.4%	0.0%	i	0.7	-1.9%	1.1	-1.9%	4.4%	7.6	-2.9
COCCn1c(C)cc(C(=O)CSc2cc(C)c3ccc(OC)cc3n2)c1C	3.4%	-5.5%	6.4%	i	0.7	-1.3%	1.1	5.0%	6.3%	-18.9	-4.3
CSc1nc(C)cc(SCC(=O)N/N=C/c2ccccc2)n1	-1.4%	-7.9%	0.7%	i	0.5	-2.3%	1.1	1.2%	-9.5%	-5.9	-15.3
O=[N+]([O-])c1ccc(N=Nc2ncc[nH]2)cc1	0.8%	7.4%	-1.9%	u	x	x	x	x	x	x	x
Cc1ccc(-n2nc3c(=O)n(CC(=O)NC(C)CCc4ccccc4)nc(C)c3c2C)cc1 (stereo unspecified)	2.6%	-4.0%	3.4%	u	x	x	x	x	x	x	x
O=C(c1ccc(Br)o1)N1CCN=C1SCc1cccc(F)c1	6.6%	-1.0%	-0.1%	i	1.8	-21.6%	1.1	5.1%	6.2%	-2.9	3.3
C=CCNC(=O)c1ccc(Sc2ccccc2)c([N+](=O)[O-])c1	2.4%	-8.6%	1.1%	i	1.6	-3.9%	1.1	1.9%	3.5%	-5.4	-12.2
COc1ccc(C(=O)N2CCN=C2SC)cc1OC	0.7%	-5.9%	1.2%	i	1.1	-1.1%	1.1	1.0%	3.1%	-2.1	5.0
Cc1ccc(S(=O)(=O)N[C@H](C(=O)OCC(=O)N2N=C(c3ccc(Cl)cc3)CC2c2ccco2)C(C)C)cc1 (stereo partly specified)	14.9%	15.8%	56.0%	i	0.6	-5.0%	0.9	16.4%	18.7%	28.4	-1.0
Cc1ccc(C(=O)CNc2ccccc2C)cc1	-0.5%	-7.1%	5.6%	i	1.5	-4.2%	1.1	-16.5%	-20.3%	5.2	4.5
COC(=O)c1sccc1NC(=S)N1CCN(c2ccc(F)cc2)CC1	-5.9%	6.2%	u	i	0.3	-0.5%	1	17.2%	15.9%	53.4	31.0
CN(C)/C(=N\S(=O)(=O)c1ccccc1)c1ccc(Cl)cc1	-0.5%	7.4%	0.4%	i	0.5	x	x	x	x	x	x
O=S1(=O)C=C(Sc2nnc(-c3ccccc3)o2)c2ccccc21	-5.7%	0.9%	-3.9%	u	x	-2.3%	1.1	3.3%	-5.2%	75.2	87.2
CCc1ccc(S(=O)(=O)N2CCN(c3ncccn3)CC2)cc1	15.1%	-2.1%	12.1%	i	0.8	x	x	x	x	x	x
CCOC(=O)Cn1ccc(NC(=O)COc2ccc(F)cc2F)n1	-0.3%	-5.8%	0.0%	i	4.0	x	x	x	x	x	x
CCCCNC(=O)CSc1nc(CCC)nc2ccccc12	-0.1%	-1.8%	-1.2%	i	0.4	-0.2%	1.1	-1.5%	-4.6%	-7.7	14.0
Cc1cccc2sc(NC(=O)C3CSC4(C)CCC(=O)N34)nc12 (stereo unspecified)	3.2%	-3.2%	4.8%	i	1.0	x	x	x	x	x	x
CC1Cc2ccccc2N1C(=O)c1nn(C)cc1Br (stereo unspecified)	3.2%	-22.9%	2.0%	i	0.3	23.5%	1.1	1.4%	13.7%	-6.0	-0.9
Cc1ccc(Oc2ccc(C(=O)NCc3ccncc3)cc2)cc1	8.8%	-2.0%	x	i	0.2	-4.9%	1.2	-4.6%	-0.4%	30.3	22.4
CN(C(=O)CN1C(=O)S/C(=C\c2ccc(F)cc2)C1=O)C1CCS(=O)(=O)C1 (stereo unspecified)	-6.1%	-1.8%	2.1%	i	0.6	x	x	x	x	x	x
Nc1c(C(=O)O)sc2nc(-c3ccccc3)cc(-c3ccc(Cl)cc3)c12	3.8%	-4.6%	u	i	0.6	x	x	x	x	x	x
C/C(=N\NC(=O)Cc1csc(N2CCOCC2)n1)c1ccccc1	-3.4%	-6.1%	1.0%	i	0.6	-2.3%	1.1	-7.7%	-11.2%	-10.7	3.5

Ordered by SMILES length (rising): part of the list above
SMILES	Siah-1 displacement	Salmonella PhoP GFP	RSV CPE inhibition	Myeloid diff MLP	Myeloid diff MLP GFP+ MAC1+ %	XIAP antagonists	TNAP activators	human PMI inhibitors	PMI inhibitors	WT yeast gro inh	WT yeast gro inh mutant strain
O=C(/C=C/c1ccco1)NC(=S)Nc1ccccc1	-2.8%	-0.4%	3.6%	i	0.3	x	x	x	x	x	x
O=C(c1ccc(Br)o1)N1CCN=C1SCc1cccc(F)c1	6.6%	-1.0%	-0.1%	i	1.8	-21.6%	1.1	5.1%	6.2%	-2.9	3.3
CN(C)/C(=N\S(=O)(=O)c1ccccc1)c1ccc(Cl)cc1	-0.5%	7.4%	0.4%	i	0.5	x	x	x	x	x	x
Nc1c(C(=O)O)sc2nc(-c3ccccc3)cc(-c3ccc(Cl)cc3)c12	3.8%	-4.6%	u	i	0.6	x	x	x	x	x	x
Cc1ccc(S(=O)(=O)N[C@H](C(=O)OCC(=O)N2N=C(c3ccc(Cl)cc3)CC2c2ccco2)C(C)C)cc1 (stereo partly specified)	14.9%	15.8%	56.0%	i	0.6	-5.0%	0.9	16.4%	18.7%	28.4	-1.0
